# Bim-Bcl-2: disrupts Bim peptide binding to human Bcl-2 | inhibition, % at 10 µM | Bead-based flow cytometry, Bim peptide-Bcl-2 binding | AID 950 | P10415 | 190,000 compounds, 0.06% hits; in the data active = inhibition above about 40%; inconclusive = no clear call, values can overlap the other calls;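 also: 0% = no compound wells with probe peptide and 100% = reference peptide inhibitor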
# Target sequence (P10415 whole entry, looked up): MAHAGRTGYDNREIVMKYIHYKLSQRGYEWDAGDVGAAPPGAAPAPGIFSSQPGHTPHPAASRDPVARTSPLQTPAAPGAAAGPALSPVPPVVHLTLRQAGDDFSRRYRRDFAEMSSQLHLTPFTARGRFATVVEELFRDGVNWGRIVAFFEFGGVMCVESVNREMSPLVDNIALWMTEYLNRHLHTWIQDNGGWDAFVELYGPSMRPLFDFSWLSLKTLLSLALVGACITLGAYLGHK
# Bim-Bcl-W: disrupts Bim peptide binding to human Bcl-W. Q92843. bead-based flow cytometry. inhibition, % at 10 µM. 190,000 compounds, 0.02% hits. AID 952;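 also: 0% = bound tracer without compound and 100% = peptide blocker; higher means less fluorescent Bim peptide bound to Bcl-W beads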
# Target sequence (Q92843 whole entry, looked up): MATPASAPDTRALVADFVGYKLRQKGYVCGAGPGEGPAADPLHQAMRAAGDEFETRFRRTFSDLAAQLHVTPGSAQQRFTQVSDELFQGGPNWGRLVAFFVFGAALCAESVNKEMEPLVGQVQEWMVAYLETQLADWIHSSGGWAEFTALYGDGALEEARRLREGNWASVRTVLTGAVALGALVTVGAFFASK
# GSH bead fluor: GSH bead compound fluorescence profile. 190,000 compounds, 0.25% hits. fluorescence (KMESF) at 10 µM. GSH beads flow cytometry, compound fluorescence 488/530 nm; hits give high values; in the data active = fluorescence above about 89;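 also: glutathione beads carrying GST-tagged Bcl family fusion proteins plus one bare bead set; values are compound well signal with DMSO vehicle wells as background; inactives centre near 16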
# Bim-Bcl-B: human Bim-Bcl-B interaction inhibition; Q9HD36; bead-based flow cytometry, Bim peptide-Bcl-B binding; inhibition, % at 10 µM; 190,000 compounds, 0.073% hits;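 also: 0% = tracer peptide without compound and 100% = reference inhibitor peptide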
# ABCB1 inh: blocks JC-1 efflux by human ABCB1 transporter; P08183; CCRF-Adr cells, flow cytometry; inhibition, % at 6.6 µM; 190,000 compounds, 0.067% hits; AID 1326; in the data active = inhibition above about 40%;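 also: 0% = vehicle and 100% = reference inhibitor; higher value means more JC-1 retained so stronger ABCB1 efflux block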
# RGS8-Gao: human RGS8-Galphao interaction regulation | 220,000 compounds, 0.34% hits | multiplexed bead flow cytometry, RGS8-Galphao binding; actives lie on both sides | response (percent of control binding), % at 10 µM | P09471; in the data active = response below about 60% or above about 140%; inactive = in between;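 also: Galphao activated as the GDP aluminium fluoride complex binding bead-coupled RGS8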
# Target sequence (P09471 whole entry, looked up): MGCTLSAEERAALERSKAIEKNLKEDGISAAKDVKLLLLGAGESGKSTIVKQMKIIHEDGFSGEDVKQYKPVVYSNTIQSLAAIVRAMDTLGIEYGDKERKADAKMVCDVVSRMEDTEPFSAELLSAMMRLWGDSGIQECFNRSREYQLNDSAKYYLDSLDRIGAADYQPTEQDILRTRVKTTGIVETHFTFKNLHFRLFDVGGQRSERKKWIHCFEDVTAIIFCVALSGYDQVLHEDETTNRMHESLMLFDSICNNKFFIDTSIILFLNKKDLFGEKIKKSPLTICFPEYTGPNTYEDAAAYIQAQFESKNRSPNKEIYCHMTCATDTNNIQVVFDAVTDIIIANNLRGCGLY
# RGS4-Gao reg: human RGS4-Galphao interaction regulation. P09471. Multiplexed bead flow cytometry, RGS4-Galphao binding; actives lie on both sides. binding response (% of control), % at 10 µM. 220,000 compounds, 0.33% hits. AID 1415; in the data active = binding response below about 49% or above about 150%; inactive = in between;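 also: fluorescent Galphao activated with aluminum fluoride binding bead-coupled RGS4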
# Bim-Bfl-1: human Bim-Bfl-1 interaction inhibition; Bead-based flow cytometry, Bim-Bfl-1 binding inhibition; 190,000 compounds, 0.12% hits; inhibition, % at 10 µM; Q16548;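 also: 0% = wells without compound plus tracer and 100% = blocker peptide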
# Bim-Bcl-XL: human Bim-Bcl-XL interaction inhibition | Bim peptide-Bcl-XL binding, bead flow cytometry, fluorescence | inhibition, % at 10 µM | Q07817 | 190,000 compounds, 0.04% hits | AID 1007
# Target sequence (Q07817 whole entry, looked up): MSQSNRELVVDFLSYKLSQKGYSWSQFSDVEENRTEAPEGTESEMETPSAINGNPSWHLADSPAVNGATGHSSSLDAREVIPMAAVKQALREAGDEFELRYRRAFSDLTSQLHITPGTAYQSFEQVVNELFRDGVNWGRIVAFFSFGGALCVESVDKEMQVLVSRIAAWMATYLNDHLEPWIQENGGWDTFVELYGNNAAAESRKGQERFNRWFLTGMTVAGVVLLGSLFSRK
# RGS7-Gao reg: modulates binding of RGS7 to human Galphao. Multiplexed bead flow cytometry; actives lie on both sides. 220,000 compounds, 0.35% hits. AID 1439. binding response (% of control), % at 10 µM; in the data active = binding response below about 49% or above about 150%; inconclusive = no clear call, values can overlap the other calls; inactive = in between;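 also: fluorescent Galphao held in activated GDP-AlF4 state binding bead-coupled RGS7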
# ABCG2 inh: inhibitors of human ABCG2 transporter, ABCB1 counter-screen | Q9UNQ0 | IgMXP3 cells, JC-1 efflux, flow cytometry | inhibition, % at 6.6 µM | 190,000 compounds, 0.1% hits | AID 1325;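 active = inhibition above 80%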;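 also: 0% = DMSO and 100% = nicardipine control wells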
#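 Times: 10 min at 25 °C | Test system: Two drug-resistant human cell lines, ABCG2 and ABCB1 | Quantity: 3 million cells/mL final, two lines in 1:1 ratio | Signal: Flow cytometry, 530 nm JC-1 signal | Dosing: Compound at 6.6 µM | Controls: Nicardipine and DMSO wells | Reagent: JC-1 as fluorescent efflux pump substrate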
# * hit, by the source's call; u = inconclusive; x = no result given. Rule as the data show it, unless noted: active = inhibition above about 40%.
No.	structure	Bim-Bcl-2	Bim-Bcl-W	GSH bead fluor	Bim-Bcl-B	ABCB1 inh	RGS8-Gao	RGS4-Gao reg	Bim-Bfl-1	Bim-Bcl-XL	RGS7-Gao reg	ABCG2 inh
1	Cc1cc(=O)oc2c1c(C)nn2-c1ccc(Cl)cc1	-2.0	2.0	26	0.0	0.3	100.5	100.9	-3.0	1.0	98.5	11.2
2	Cn1c(C(=O)N2CCN(C(=O)c3ccco3)CC2)cc2c(=O)n(C)c3ccccc3c21	-4.0	3.0	20	-3.0	-2.4	102.8	102.6	-6.0	0.0	99.3	-3.4
3	CC(SC1=NCCS1)C(=O)Nc1nnc(-c2ccc(Br)cc2)s1 (stereo not given)	-8.0	-2.0	26	-7.0	0.4	104.2	102.3	-11.0	-5.0	99.5	0.6
4	CN(C)c1nc(Cl)nc(N(C#N)CCOc2ccccc2)n1	-2.0	2.0	25	-3.0	2.2	97.6	99.4	-4.0	-2.0	95.1	33.2
5	Cc1ccc(CSc2nnc(C)c(=O)[nH]2)cc1	-3.0	0.0	23	-4.0	0.1	98.2	99.7	-6.0	-4.0	105.2	0.3
6	Nc1ncnc2nc(SCCN3CCCCC3)[nH]c12	-9.0	-3.0	31	-10.0	-0.2	103.5	104.2	-14.0	-17.0	98.6	-0.8
7	CCN(CCCn1c(SCC#N)nc2ccccc2c1=O)c1ccccc1	-1.0	1.0	14	1.0	1.6	103.1	103.3	0.0	1.0	105.9	4.3
8	COc1ccc(C(C)=O)cc1CSc1nc2nc(C)cc(C)n2n1	-4.0	-3.0	13	-2.0	1.0	98.0	100.1	-3.0	-2.0	u	5.4
9	Cc1ccc2c(c1C)NC(C(=O)O)C1CC=CC21 (stereo not given)	0.0	1.0	10	-1.0	-0.7	88.7	87.0	-1.0	-2.0	63.0	-2.4
10	CCOc1ccc(NC(=O)Nc2cc(-c3ccccc3)sc2C(=O)OC)cc1	-8.0	-5.0	15	-7.0	0.7	101.0	101.4	-7.0	-5.0	99.3	10.1
11	COc1ccc(-c2nc(C#N)c(NCCCN3CCOCC3)o2)cc1	-4.0	0.0	23	-7.0	0.6	98.7	103.4	-10.0	-3.0	100.4	1.2
12	CCOC(=O)C1CCCN(C(=O)CC(c2ccccc2)c2ccccc2)C1 (stereo not given)	-1.0	-1.0	14	1.0	0.4	100.1	100.3	-2.0	-1.0	100.7	4.2
13	CCOc1ccc(C(=O)Nc2cc(S(=O)(=O)Nc3ccccc3Cl)ccc2N2CCOCC2)cc1	-5.0	-2.0	9	-5.0	2.1	100.2	96.7	-2.0	-6.0	99.3	14.1
14	CCOc1cc(C(=S)N2CCCCC2)ccc1OCC(=O)NCc1ccccc1	12.0	14.0	30	9.0	0.3	87.0	93.7	23.0	13.0	96.0	0.3
15	Cc1cc(/C=N/NC(=O)c2ccncc2)c(C)n1-c1ccccc1	-1.0	-2.0	28	-5.0	1.1	108.5	104.4	0.0	-5.0	101.8	19.9
16	C/C(=N/NC(=O)Cc1cccn1C)c1ccccc1	4.0	7.0	22	0.0	0.1	46.7*	70.6	9.0	4.0	45.7*	0.7
17	COc1ccccc1CNCC(=O)N1CC(=O)Nc2ccccc21	-3.0	-1.0	16	-6.0	1.4	95.1	92.9	-8.0	0.0	u	6.3
18	CC(=O)C1=NN(c2ccccc2)C2(S1)S/C(=C\c1ccccc1)C(=O)N2c1ccccc1 (stereo not given)	-10.0	0.0	32	-9.0	0.5	107.4	105.5	-9.0	-7.0	107.3	0.9
19	Cc1ccc(Nc2nc(N)nc(CSc3ncccn3)n2)cc1	0.0	0.0	19	-2.0	-0.6	101.6	101.1	-1.0	-1.0	100.6	0.0
20	CN(C)S(=O)(=O)c1cccc(NC(=O)CSc2nc3c(cc2C#N)C(=O)CC(C)(C)C3)c1	-2.0	0.0	12	2.0	0.8	99.9	102.8	6.0	-1.0	99.0	17.8
21	N#C/C(=C1/CCCCCN1)c1nc2ccccc2[nH]1	-9.0	-1.0	21	-10.0	1.0	99.0	98.3	-17.0	-2.0	97.0	47.0
22	CC1=C(/C=N/Nc2ccc([N+](=O)[O-])cc2[N+](=O)[O-])C(C)(C)CCC1	1.0	-1.0	5	-2.0	0.4	106.9	105.2	0.0	-5.0	105.3	4.8
23	CCN(CC)CCn1c(/N=C/c2cc(Br)ccc2O)nc2ccccc21	-4.0	-4.0	12	-9.0	0.1	96.6	92.1	-15.0	-11.0	94.8	3.1
24	COc1ccc(S(=O)(=O)c2ccc(OC)c(OC)c2)cc1OC	-5.0	0.0	15	-5.0	0.8	98.5	96.8	-10.0	-5.0	98.6	1.3
25	C/C=C(\C)C(=O)OC1c2c(ccc3ccc(=O)oc23)OC(C)(C)C1OC(C)=O (stereo not given)	-4.0	0.0	17	1.0	4.0	119.2	109.9	-4.0	1.0	105.5	35.2
26	Clc1ccc(Nc2ccc(NCc3ccccc3)nn2)cc1	3.0	-2.0	10	-2.0	0.9	108.6	103.0	-3.0	-2.0	103.8	49.7
27	COc1ccc(S(=O)(=O)Nc2ccc(S(=O)(=O)N3CCCCC3)cc2)cc1C	2.0	0.0	18	0.0	0.3	101.0	104.0	0.0	3.0	105.6	-0.6
28	O=C(Oc1ccccc1C(=S)N1CCCCC1)c1cc([N+](=O)[O-])cc([N+](=O)[O-])c1	0.0	-5.0	13	-37.0	0.9	95.2	97.5	14.0	-14.0	109.6	1.9
29	COc1cc(N(C)C)c([N+](=O)[O-])cc1C(=O)NC(C)CNc1ccc([N+](=O)[O-])cc1Cl (stereo not given)	-7.0	-6.0	18	-13.0	1.6	97.8	96.5	-17.0	-9.0	96.3	4.3
30	COc1ccc(NC(=S)Nc2ccccc2Cl)cn1	-4.0	-1.0	17	-4.0	0.4	99.1	99.3	-4.0	-4.0	103.9	3.5

# Compound profiles, as listed above. Order of values: Bim-Bcl-2, Bim-Bcl-W, GSH bead fluor, Bim-Bcl-B, ABCB1 inh, RGS8-Gao, RGS4-Gao reg, Bim-Bfl-1, Bim-Bcl-XL, RGS7-Gao reg, ABCG2 inh
# COc1ccc(NC(=S)Nc2ccccc2Cl)cn1 is listed with -4.0, -1.0, 17, -4.0, 0.4, 99.1, 99.3, -4.0, -4.0, 103.9, 3.5
# N#C/C(=C1/CCCCCN1)c1nc2ccccc2[nH]1 is listed with -9.0, -1.0, 21, -10.0, 1.0, 99.0, 98.3, -17.0, -2.0, 97.0, 47.0
# CCN(CC)CCn1c(/N=C/c2cc(Br)ccc2O)nc2ccccc21 is listed with -4.0, -4.0, 12, -9.0, 0.1, 96.6, 92.1, -15.0, -11.0, 94.8, 3.1
# COc1ccc(S(=O)(=O)Nc2ccc(S(=O)(=O)N3CCCCC3)cc2)cc1C is listed with 2.0, 0.0, 18, 0.0, 0.3, 101.0, 104.0, 0.0, 3.0, 105.6, -0.6

# Other results follow:
No.	structure	Bim-Bcl-2	Bim-Bcl-W	GSH bead fluor	Bim-Bcl-B	ABCB1 inh	RGS8-Gao	RGS4-Gao reg	Bim-Bfl-1	Bim-Bcl-XL	RGS7-Gao reg	ABCG2 inh
31	Cc1nnc(SCc2nnc(-c3cccs3)o2)s1	0.0	0.0	11	-3.0	0.3	104.2	102.7	-4.0	0.0	u	1.8
32	C=CCN(CC=C)C(=O)C1CC(=O)N(c2ccc(Br)cc2)C1 (stereo not given)	-1.0	-4.0	60	-3.0	1.9	85.6	80.3	-4.0	-6.0	90.5	3.0
33	NC(=O)C1CC(=O)N(c2ccc(OCc3ccc(Cl)cc3)cc2)C1 (stereo not given)	-1.0	1.0	11	-3.0	-0.2	98.7	97.4	-8.0	-2.0	91.1	1.6
34	Cc1cc(=O)n(C)c(=O)n1CCCCCCN1CCCC1	2.0	1.0	18	0.0	-0.1	105.1	103.0	2.0	-2.0	95.3	-0.5
35	CCC(c1nnnn1Cc1ccco1)N(Cc1ccccc1OC)Cc1cc2cc(C)ccc2[nH]c1=O (stereo not given)	-5.0	-5.0	20	-8.0	18.4	87.2	86.2	-3.0	-6.0	86.8	21.7
36	COc1cccc(C2=NOC(C(=O)NC(C)C)C2)c1 (stereo not given)	-5.0	0.0	5	-2.0	0.3	98.1	97.6	-4.0	0.0	98.8	0.8
37	CC(C)C(=O)N(Cc1cc2ccccc2[nH]c1=O)C(C)C	-6.0	-2.0	24	-6.0	0.6	99.3	97.6	-6.0	-3.0	93.5	5.4
38	Cn1c(COc2ccccc2)nnc1SCC(=O)NNC(=O)C1CCCCC1	0.0	0.0	26	0.0	0.4	106.6	101.8	-3.0	1.0	102.2	1.9
39	CC(=O)NCCn1c(SCC(=O)OCc2ccccc2)nc2ccccc2c1=O	-6.0	0.0	64	0.0	1.2	101.3	102.9	-6.0	3.0	103.7	5.5
40	O=C(NCc1ccc(F)cc1)c1ccc(CS(=O)(=O)Cc2ccc(F)cc2)o1	-3.0	-1.0	17	-4.0	x	96.3	92.5	-6.0	-4.0	93.2	x
41	Fc1cc(Cl)ccc1NC(=S)NCCN1CCOCC1	-4.0	0.0	16	-9.0	0.3	99.7	99.9	-4.0	-3.0	u	14.4
42	Cc1csc(NC(=O)CSc2ccc3nnc(CCNS(=O)(=O)c4ccccc4)n3n2)n1	-2.0	-3.0	9	-9.0	0.3	82.9	93.8	-3.0	-7.0	92.7	-0.3
43	COc1ccc2c(c1)CCc1c(C(=O)N3CCCC3)noc1-2	-1.0	-3.0	23	-4.0	0.8	99.9	96.3	-1.0	-3.0	95.7	3.0
44	C/C(=N\NS(=O)(=O)c1ccccc1)c1cccc(NC(=O)c2cccc(Cl)c2)c1	-3.0	9.0	17	11.0	-0.1	121.3	106.8	5.0	5.0	113.0	0.1
45	CCOC(=O)c1cc[nH]c1C	0.0	-2.0	25	0.0	-0.5	97.6	101.0	-1.0	-1.0	98.1	-0.1
46	CC(=O)N1CCN(C2=Nc3cccc4cccc2c34)CC1	6.0	-1.0	29	7.0	1.0	98.9	97.2	13.0	1.0	99.7	21.9
47	O=C(COc1ccc([N+](=O)[O-])cc1)NCc1ccncc1	-5.0	-1.0	9	0.0	1.7	104.0	101.1	-5.0	-1.0	97.3	-0.6
48	CCCCOc1ncnc2c1[nH]c1ccc(F)cc12	-6.0	-1.0	46	0.0	0.2	101.1	102.8	-6.0	-2.0	102.9	1.7
49	CC(C)C(=O)N1CCN(c2ccc(NC(=O)c3ccc([N+](=O)[O-])o3)cc2Cl)CC1	-3.0	0.0	19	-5.0	4.2	103.0	103.6	-1.0	0.0	100.1	8.2
50	Cc1ccc2cccc(Oc3ncnc4sc(C)c(C)c34)c2n1	-13.0	-8.0	10	-9.0	0.9	112.3	105.7	-8.0	-7.0	104.2	13.7
51	O=C(NCc1ccco1)[C@@H]1CCCN1C(=O)c1cccs1	-2.0	1.0	12	-6.0	0.4	103.4	100.6	-8.0	-2.0	100.4	6.7
52	Cc1ccc(CNC(=O)CSc2nc3ccsc3c(=O)n2Cc2ccccn2)cc1	-1.0	-2.0	65	-3.0	0.5	102.3	104.7	0.0	-2.0	96.5	1.6
53	CCOc1ccc(C2C(C#N)=C(N)Oc3nc[nH]c(=O)c32)cc1OC (stereo not given)	-6.0	2.0	47	-7.0	0.3	101.4	99.8	-8.0	0.0	104.4	0.8
54	N#CCSc1nnc(COc2ccccc2)n1-c1ccccc1	-5.0	-2.0	19	-6.0	-0.3	x	x	-1.0	-6.0	x	-0.3

# High-throughput results from PubChem BioAssay.
